EP2 mod = modulates human prostaglandin E2 receptor EP2 signaling | induction, % at 25 µM | P43116 | 260,000 compounds, 0.83% hits | EP2-expressing cells, cAMP HTRF FRET, PGE2 co-stimulation;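 active = compounds whose cAMP rise, as percent of the full-agonist control response, exceeds 60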;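 also: rat C6 glioma line stably carrying human EP2 under a CMV promoter; the protocol text gives 20 µM as final concentration; 100% = response of wells given 1 µM PGE2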
p97 inhibitor = blocks human p97 ATPase activity; P55072; inhibition, % at 8 µM; AID 1481; recombinant p97 ATPase, Kinase-Glo ATP luminescence, 3 h; 220,000 compounds, 0.42% hits; in the data active = inhibition above about 15%;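 also: 0% = DMSO vehicle and 100% = wells lacking enzyme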
NPY-Y1 antag = NPY-Y1 (human) receptor antagonism | inhibition, % at 3.6 µM | P25929 | 200,000 compounds, 1% hits | AID 1040 | HEK293-CNG Y1 cells, membrane potential fluorescence; NPY at EC95, then isoproterenol;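 active = inhibition above the campaign mean inhibition of all tested compounds plus 3 SD, cut at about 20% in these data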;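 also: 0% = DMSO wells given NPY plus isoproterenol and 100% = isoproterenol alone without NPY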
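Material: HEK293 Y1/CNG channel cell line | Also added: NPY (25 nM), isoproterenol (1 µM), Ro 20-1724 (25 µM) | Compound: One concentration, 3.6 µM, in 0.4% DMSO | Schedule: 3 h dye uptake, 1 h room-temperature compound, 45 min post-isoproterenol | Signal: Membrane-potential fluorescent dye readout | Read-out: % inhibition of NPY effect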
S1P4 antagonist = blocks the human S1P4 receptor. O95977. S1P4-expressing cells, antagonist mode, reporter read-out. inhibition, % at 4.98 µM. 220,000 compounds, 0.26% hits. AID 1510; in the data active = inhibition above about 29%;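 also: 0% = wells stimulated with agonist and 100% = vehicle wells without agonist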
NPY2 pot ag = human NPY-Y2 potentiation or agonism, primary screen | P49146 | cells expressing NPY-Y2, potentiator/agonist read-out | activation, % at 3.6 µM | 220,000 compounds, 0.45% hits; in the data active = activation above about 27%;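 also: cells stimulated with NPY near EC25 plus isoproterenol at EC100; 0% = vehicle plus submaximal agonist and 100% = vehicle plus saturating agonist; some results beyond the cut were filed as inactive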
PGE2 EP2 inh = blocks the human prostaglandin E2 receptor EP2. P43116. C6 glioma cells expressing human EP2, cAMP TR-FRET; cells stimulated with saturating PGE2. inhibition, % at 25 µM. 260,000 compounds, 0.52% hits. AID 1422;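 active = percent inhibition above 40 after rounding to a whole number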;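 also: rat C6 glioma host cells with rolipram phosphodiesterase inhibitor present; the protocol text gives 20 µM as final concentration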
eIF4E-4G inh = eIF4E/eIF4G interaction inhibition in translation initiation | 220,000 compounds, 0.37% hits | P63073+Q04637 | inhibition, % at 21.7 µM | AID 782 | TR-FRET eIF4E-eIF4GI(517-606) binding, 2 h;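 active = inhibition above about 30%, limit read from the data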;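 also: 0% = full FRET control wells and 100% = background wells lacking eIF4GI fragment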
Target sequence (P63073 whole entry, looked up, the tested form may be a part): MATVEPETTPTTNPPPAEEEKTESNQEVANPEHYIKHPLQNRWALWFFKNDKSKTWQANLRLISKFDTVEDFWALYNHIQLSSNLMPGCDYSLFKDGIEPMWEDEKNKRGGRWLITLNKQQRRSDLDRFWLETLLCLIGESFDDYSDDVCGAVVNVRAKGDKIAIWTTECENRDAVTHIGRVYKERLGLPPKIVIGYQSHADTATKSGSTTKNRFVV
Target sequence (Q04637 whole entry, looked up, the tested form may be a part): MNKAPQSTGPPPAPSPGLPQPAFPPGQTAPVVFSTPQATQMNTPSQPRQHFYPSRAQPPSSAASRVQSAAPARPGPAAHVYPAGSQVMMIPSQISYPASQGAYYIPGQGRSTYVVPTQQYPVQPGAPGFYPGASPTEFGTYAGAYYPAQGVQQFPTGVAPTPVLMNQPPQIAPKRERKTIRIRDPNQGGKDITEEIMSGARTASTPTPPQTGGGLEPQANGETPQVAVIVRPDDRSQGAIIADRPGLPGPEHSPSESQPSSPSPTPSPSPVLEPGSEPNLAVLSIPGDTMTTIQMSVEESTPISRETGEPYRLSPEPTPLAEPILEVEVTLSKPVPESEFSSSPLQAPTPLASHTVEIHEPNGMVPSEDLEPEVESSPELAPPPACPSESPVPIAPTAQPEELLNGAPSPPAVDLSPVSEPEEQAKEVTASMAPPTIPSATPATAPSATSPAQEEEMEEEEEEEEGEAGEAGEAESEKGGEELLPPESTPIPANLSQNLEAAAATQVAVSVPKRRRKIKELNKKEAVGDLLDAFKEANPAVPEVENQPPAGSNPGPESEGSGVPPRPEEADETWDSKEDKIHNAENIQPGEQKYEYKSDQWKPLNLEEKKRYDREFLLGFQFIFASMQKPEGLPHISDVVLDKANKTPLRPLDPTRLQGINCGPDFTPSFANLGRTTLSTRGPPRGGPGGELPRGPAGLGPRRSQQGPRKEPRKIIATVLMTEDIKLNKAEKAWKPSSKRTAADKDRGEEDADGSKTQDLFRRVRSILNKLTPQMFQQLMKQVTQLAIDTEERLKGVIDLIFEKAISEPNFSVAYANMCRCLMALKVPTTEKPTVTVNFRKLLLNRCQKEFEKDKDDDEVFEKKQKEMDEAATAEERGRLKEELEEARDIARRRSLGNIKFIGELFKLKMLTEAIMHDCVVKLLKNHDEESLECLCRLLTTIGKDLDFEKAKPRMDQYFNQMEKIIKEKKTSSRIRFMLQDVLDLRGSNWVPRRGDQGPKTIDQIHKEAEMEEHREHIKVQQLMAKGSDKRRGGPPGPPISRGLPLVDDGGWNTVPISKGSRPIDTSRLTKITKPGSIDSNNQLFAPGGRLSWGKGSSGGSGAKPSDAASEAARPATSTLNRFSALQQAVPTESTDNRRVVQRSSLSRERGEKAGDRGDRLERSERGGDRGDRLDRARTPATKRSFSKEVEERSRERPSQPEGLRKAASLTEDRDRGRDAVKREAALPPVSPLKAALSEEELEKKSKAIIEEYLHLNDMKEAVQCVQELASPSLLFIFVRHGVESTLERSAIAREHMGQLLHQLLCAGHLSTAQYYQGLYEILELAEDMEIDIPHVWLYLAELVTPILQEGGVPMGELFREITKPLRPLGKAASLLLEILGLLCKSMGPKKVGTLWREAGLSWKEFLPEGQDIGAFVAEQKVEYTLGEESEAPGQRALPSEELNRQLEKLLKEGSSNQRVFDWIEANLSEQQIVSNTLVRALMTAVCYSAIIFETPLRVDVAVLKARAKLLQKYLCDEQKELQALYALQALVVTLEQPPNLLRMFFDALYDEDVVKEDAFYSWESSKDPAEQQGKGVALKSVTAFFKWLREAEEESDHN
NPY1 pot ag = potentiators or agonists of human neuropeptide Y receptor Y1; P25929; NPY-Y1 expressing cells, potentiator/agonist activation; activation, % at 3.6 µM; 220,000 compounds, 0.37% hits; AID 1304; in the data active = activation above about 33%, passing the limit was not always enough;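 also: cells stimulated with NPY at EC10 then isoproterenol at EC100; 0% = low agonist plus stimulus and 100% = saturating agonist plus stimulus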
S1P4 ag = activates the human S1P4 receptor. O95977. S1P4-expressing cell line, agonist reporter assay. activation, % at 4.98 µM. 220,000 compounds, 0.35% hits. AID 1509; in the data active = activation above about 11%;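 also: 0% = DMSO vehicle and 100% = reference agonist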
* = called active by the depositor; x = not tested or not shown; & = joins results of further samples; [ ] = dose if it differs, or a comment. This is a subset; rates above refer to the full screens.

1) CSCCC(NC(=O)c1ccc([N+](=O)[O-])cc1Cl)C(=O)OCC(=O)N(C)C (stereo unspecified)
2) CN(C)CCOC(=O)NC12CC3CC(CC(C3)C1)C2
3) Cn1c(SCC(=O)n2c3c(c4ccccc42)CCCC3)nnc1-c1ccccc1
4) COC(=O)CSc1nc(-c2ccc(C)cc2)c2c(c1C#N)CCCC2
5) Cc1ccc(SCc2nc(-c3ccccn3)no2)cc1
screen / no.	1	2	3	4	5
EP2 mod	8	-1	-2	17	-8
p97 inhibitor	0	3	0	0	-2
NPY-Y1 antag	5	x	3	4	3
S1P4 antagonist	-9	-4	-22	-5	-28
NPY2 pot ag	-12	-14	4	11	-5
PGE2 EP2 inh	3	6	5	11	5
eIF4E-4G inh	-2	6	-1	11[fluorescence artefact?]	0
NPY1 pot ag	-20	-14	0	4	-18
S1P4 ag	2.4	1.5	1.3	-0.6	2.9

6) O=C(O)c1ccccc1/C=N/NC(=S)NC1CCCCC1
7) CCN(CC)CC(=O)N1CCCC(C(=O)c2ccccc2OC)C1 (stereo unspecified)
8) O=C(NC1CCCCC1)c1ccc(COCC(F)(F)F)o1
9) Cc1ccc(-n2ncc3c(SCc4cccnc4)ncnc32)c(C)c1
10) COc1cccc(C2CC(=O)N3CN(c4ccccc4F)CSC3=C2C#N)c1 (stereo unspecified)
screen / no.	6	7	8	9	10
EP2 mod	5	-9	9	-22	19
p97 inhibitor	5	3	4	1	-4
NPY-Y1 antag	x	-1	-1	25*	-6
S1P4 antagonist	2	-15	-18	-6	-26
NPY2 pot ag	-14	4	-3	33*	6
PGE2 EP2 inh	-1	5	7	5	12
eIF4E-4G inh	-9	1	1	-1	-3
NPY1 pot ag	12	23	-12	-9	-11
S1P4 ag	-0.7	0.7	0.5	0.1	1.2

11) COc1ccc(C(=O)Nc2ccc3c(c2)OCCO3)cc1[N+](=O)[O-]
12) Cc1ccc2oc(=O)c(/C=C(\O)c3ccco3)nc2c1
13) O/N=C/c1cn(-c2ccc(Cl)cc2)nn1
14) Cc1cc(C=O)c(C)n1-c1cc(C(=O)O)cc(C(=O)O)c1
15) C=CCNC(=S)Nc1ccc(OC)c(S(=O)(=O)N2CCOCC2)c1
screen / no.	11	12	13	14	15
EP2 mod	-14	6	14	9	-4
p97 inhibitor	-4	14	3	5	-1
NPY-Y1 antag	-2	x	-1	-2	-3
S1P4 antagonist	1	20	-5	9	-7
NPY2 pot ag	-6	9	9	0	3
PGE2 EP2 inh	6	20	5	3	8
eIF4E-4G inh	3	0	6	10	-3
NPY1 pot ag	11	3	3	22	14
S1P4 ag	-1.6	-0.9	0.3	1.7	-1.4

16) CC(C)(C)OC(=O)N1CCC[C@H]1c1nnc(SCc2ccccc2F)o1
17) O=C(NC1CCCCCC1)c1cc(S(=O)(=O)N2CCOCC2)ccc1N1CCCCC1
18) O=C(O)Cc1ccc(OCc2ccc(Cl)nc2)cc1
19) CC1=CC(C)(C)N2C(=O)C3(SCC(=O)N3c3ccc(O)cc3)c3cc(C)cc1c32 (stereo unspecified)
20) Cc1ccccc1NC(=O)N1CCc2ccccc2C1
screen / no.	16	17	18	19	20
EP2 mod	-10	-14	21	35	-8
p97 inhibitor	-3	-2	-1	4	0
NPY-Y1 antag	8	6	-3	1	10
S1P4 antagonist	13	0	1	-14	32*
NPY2 pot ag	15	0	2	2	-5
PGE2 EP2 inh	14	3	5	1	2
eIF4E-4G inh	-1	-8	2	1	1
NPY1 pot ag	2	18	3	4	9
S1P4 ag	-3.9	0.2	0.7	1.7	0.7

21) COC(=O)N/N=C/c1ccc(-c2ccc(C)c(Cl)c2)o1
22) Cc1cccc(OCC(=O)Nc2ccccc2F)c1
23) CC(=O)Nc1ccc(OCCC[n+]2cccc(C(=O)[O-])c2)cc1
24) COc1ccc(C(=O)N2CCCC(c3nc(-c4cccs4)no3)C2)cc1OC (stereo unspecified)
25) CCN1CCN(C(=O)C2c3cc(OC)c(OC)cc3C(=O)N(C)C2c2ccc(SC)cc2)CC1 (stereo unspecified)
screen / no.	21	22	23	24	25
EP2 mod	5	-14	-25	1	-10
p97 inhibitor	-4	0	0	3	-4
NPY-Y1 antag	6	5	-3	6	6
S1P4 antagonist	-3	-13	-1	-22	1
NPY2 pot ag	-12	-23	-17	-2	-1
PGE2 EP2 inh	8	10	3	8	6
eIF4E-4G inh	-1[fluorescence artefact?]	4	0	x	2
NPY1 pot ag	-55	-6	-1	-18	-15
S1P4 ag	0.7	-0.6	0.7	-1.7	-0.7

26) CC(=O)Nc1nc(SCC(=O)NCC2CCCO2)[nH]c(=O)c1NC(=O)c1cccs1 (stereo unspecified)
27) CCC1CCCCN1CC(O)Cn1c2ccccc2n2c(=O)cc(C)c(C#N)c12 (stereo unspecified)
28) O=C(CCc1ccccn1)NC1CCCc2c1cnn2-c1ccc(F)cc1F (stereo unspecified)
29) OCCC1CN(Cc2cnn(-c3ccc(F)cc3)c2)CCN1Cc1ccsc1 (stereo unspecified)
30) CN(CCc1ccccn1)C(=S)Nc1ccc(Cl)cc1Cl
screen / no.	26	27	28	29	30
EP2 mod	24	7	-22	-12	12
p97 inhibitor	1	-5	4	-2	-1
NPY-Y1 antag	-2	14	-4	5	4
S1P4 antagonist	11	-5	-12	-7	-36
NPY2 pot ag	20	-22	-1	-4	2
PGE2 EP2 inh	11	5	5	4	1
eIF4E-4G inh	2	8[fluorescence artefact?]	-1	0	2
NPY1 pot ag	18	-16	14	-9	14
S1P4 ag	0.1	0.9	-1.7	1.2	-0.1

31) C/C(Cn1nnc([N+](=O)[O-])n1)=N\NC(=O)c1ccc(C)cc1
32) CC(=O)c1c(C)[nH]c(C(=O)Nc2ccc(Cl)c(S(=O)(=O)N(C)C)c2)c1C
33) Cc1ccc(-c2cc(-c3ccc(Cl)cc3)c(C#N)c(N)n2)o1
34) COC(=O)c1cc(C(=O)N2CCOCC2)cc([N+](=O)[O-])c1
35) Cc1cc(C)n(C(=O)COc2ccccc2C)n1
screen / no.	31	32	33	34	35
EP2 mod	33	-78	-12	24	30
p97 inhibitor	4	5	4	3	-2
NPY-Y1 antag	4	2	-1	4	6
S1P4 antagonist	-11	-4	-8	1	-7
NPY2 pot ag	0	-8	16	8	1
PGE2 EP2 inh	4	10	4	3	4
eIF4E-4G inh	21	3	72*[fluorescence artefact?]	0	1
NPY1 pot ag	-22	-2	8	4	-2
S1P4 ag	0.1	-0.4	-1.5	3.0	2.6

36) COc1ccc(Cl)cc1NC(=O)CCn1cnc2ccccc2c1=O
37) O=C(CN1CCC(NC(=O)c2ccc(F)cc2)CC1)NCc1ccccc1F
38) CSc1n[nH]c(/N=C/c2oc(O)c3ccccc23)n1
39) COC(=O)CN(c1ccc(C)cc1)S(=O)(=O)c1c(C)[nH]c(=O)[nH]c1=O
40) CC(C)(C)NC(=O)CN(Cc1ccc(F)cc1)C(=O)Cn1nnc(-c2ccc(F)cc2)n1
screen / no.	36	37	38	39	40
EP2 mod	-7	-1	17	15	-34
p97 inhibitor	6	1	-1	0	6
NPY-Y1 antag	6	-2	3	1	3
S1P4 antagonist	-1	1	4	-18	-14
NPY2 pot ag	14	-3	-1	-11	8
PGE2 EP2 inh	16	9	5	8	5
eIF4E-4G inh	4	4[fluorescence artefact?]	-4	-11	-5
NPY1 pot ag	-13	10	-5	3	22
S1P4 ag	1.0	-1.9	3.9	-0.7	0.2

41) CC(C)C[C@H](NC(=O)Nc1ccc2c(c1)OCCO2)C(=O)O
42) O=C(Nc1ccccc1C(F)(F)F)N1CCN(C(c2ccccc2)c2ccccc2)CC1
43) Cc1ccc(N(C(=O)c2nsc(Cl)c2Cl)C(C(=O)NC2CCCC2)c2ccc(O)cc2)cc1C (stereo unspecified)
44) CCOC(=O)C(NCCCCl)c1ccccc1 (stereo unspecified)
45) Nc1ccc(C(=O)OCC(=O)Nc2ccc([N+](=O)[O-])cc2C(F)(F)F)cc1
screen / no.	41	42	43	44	45
EP2 mod	17	2	48	13	1
p97 inhibitor	-2	-1	6	-8	-3
NPY-Y1 antag	x	-8	0	3	9
S1P4 antagonist	-13	5	-2	-13	-2
NPY2 pot ag	-4	2	-7	-16	-3
PGE2 EP2 inh	3	4	10	14	3
eIF4E-4G inh	-1	0[fluorescence artefact?]	-1	4	7
NPY1 pot ag	14	10	-14	-24	-12
S1P4 ag	2.0	-0.1	1.6	1.3	-0.6

46) CC(C)(C)C1CCc2c(C(=O)NNC(=O)CCCC(=O)O)csc2C1 (stereo unspecified)
47) CCOC(=O)c1ccc(NC(=O)CN2C(=O)CSC(C)C2=O)cc1 (stereo unspecified)
48) O=C(COC(=O)c1ccccc1[N+](=O)[O-])Nc1cc(S(=O)(=O)N2CCOCC2)ccc1N1CCCC1
49) COc1cc(CN2CCN(c3ccccc3C)CC2)cc([N+](=O)[O-])c1O
50) O=C(NCC1(c2ccccc2)CCCC1)C(=O)NCC1(c2ccccc2)CCCC1
screen / no.	46	47	48	49	50
EP2 mod	47	5	3	21	19
p97 inhibitor	1	1	0	-2	-5
NPY-Y1 antag	1	-1	-1	12	1
S1P4 antagonist	-11	-24	-3	-10	-20
NPY2 pot ag	12	14	6	8	-6
PGE2 EP2 inh	14	5	2	9	2
eIF4E-4G inh	-1	5[fluorescence artefact?]	-1	3	-1
NPY1 pot ag	-14	15	-8	-3	-15
S1P4 ag	0.8	1.8	2.9	0.7	0.5

51) CCOC(=O)c1c(NC(=O)CSc2nnc(-c3c[nH]c4ccccc34)n2CCOC)sc2c1CCCC2
52) Cc1ccc(NC(=O)c2ccc(CNc3c(N4CCC(C)CC4)c(=O)c3=O)cc2)cc1
53) Cc1cc(C)c([N+](=O)[O-])cc1NC(=O)CCSc1ccccc1Cl
54) CCCc1nc2sc3c(c2c(=O)n1N)CCC3
55) CCOc1ccccc1NC(=O)C1=C(C)NC(=O)NC1c1cccc(OC)c1OC (stereo unspecified)
screen / no.	51	52	53	54	55
EP2 mod	27	-15	-60	26	-8
p97 inhibitor	5	4	4	1	3
NPY-Y1 antag	-4	x	5	4	11
S1P4 antagonist	-2	3	-10	-7	-5
NPY2 pot ag	-2	-13	15	-5	16
PGE2 EP2 inh	8	5	7	x	12
eIF4E-4G inh	-5	-11	-1[fluorescence artefact?]	5	3
NPY1 pot ag	-7	8	-14	-13	11
S1P4 ag	2.1	1.7	1.6	-0.1	1.6

56) CCCCOc1ccc(S(=O)(=O)NCc2csc(C)n2)cc1
57) Cc1cc(NC(=O)CSc2nnc(-c3ccccc3)n2Cc2ccco2)no1
58) Cc1cccc2cc(CN(Cc3cccs3)C(=S)NCc3ccco3)c(=O)[nH]c12
59) CCOC(=O)CSCC(=O)Nc1cc(C)ccc1C
screen / no.	56	57	58	59
EP2 mod	15	16	13&3	25
p97 inhibitor	-6	4	3	1
NPY-Y1 antag	2	6	-4	3
S1P4 antagonist	-6	-10	5	-15
NPY2 pot ag	8	4	-10	-4
PGE2 EP2 inh	11	2	11&7	6
eIF4E-4G inh	-11	1	-2	0
NPY1 pot ag	18	-19	-10	-6
S1P4 ag	-0.9	-0.4	0.1	-1.2

Source: PubChem (several laboratories)
